MMP-13 inhibitor – MMP13 (human) collagenase inhibition. MMP-13 fTHP FRET cleavage, Mca fluorescence. hit rate 0.07% among 65,000. inhibition, % at 4 µM. P45452;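 active means inhibition above the mean of compound-free control plate wells plus 3 SD, cut at about 14% in these data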;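 further: 0% = DMSO wells and 100% = wells with reference MMP-13 inhibitor after basal subtraction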
JNK3 blocker – inhibitors of human JNK3 kinase; inhibition, % at 8 µM; hit rate 0.61% among 60,000; purified JNK3 kinase activity, HTS; P53779; in the data active means inhibition above about 17%;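 further: 0% = DMSO and 100% = reference inhibitor; many of its hits are not listed in these tables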
DUSP1 inh – human dual specificity phosphatase 1 inhibition; P28562; recombinant MKP-1, OMFP hydrolysis fluorescence; inhibition, %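 (compounds tested at a single concentration somewhere between 10 and 100 µM)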; hit rate 0.15% among 65,000; AID 374;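 active means inhibition above about 50%, limit read from the data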;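 further: 0% = DMSO max control wells and 100% = wells with enzyme stopped by NaOH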
Target sequence (P28562 whole entry, looked up): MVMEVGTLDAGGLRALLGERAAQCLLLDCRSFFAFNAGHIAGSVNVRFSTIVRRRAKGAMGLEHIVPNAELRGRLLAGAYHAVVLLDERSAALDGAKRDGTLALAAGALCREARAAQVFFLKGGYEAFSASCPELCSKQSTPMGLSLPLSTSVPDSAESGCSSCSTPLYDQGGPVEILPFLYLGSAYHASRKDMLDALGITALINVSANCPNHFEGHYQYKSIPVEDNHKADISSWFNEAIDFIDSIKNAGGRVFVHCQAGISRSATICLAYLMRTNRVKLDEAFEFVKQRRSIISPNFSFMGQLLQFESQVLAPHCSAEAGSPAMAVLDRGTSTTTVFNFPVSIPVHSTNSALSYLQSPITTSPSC
Hsp90 block – displaces geldanamycin probe from tumor Hsp90; P07900; NCI-N417 lysate Hsp90, Cy3B-geldanamycin FP displacement; inhibition, % at 30 µM; hit rate 0.35% among 64,000;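 active means inhibition above 50%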;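 further: 0% = tracer plus lysate wells and 100% = tracer alone without lysate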
AP ELISA ortho – orthogonal test for alternative complement pathway inhibitors; AID 1235; Human serum alternative complement pathway, LPS-coated ELISA, C3 deposition; tested in compound mixtures; inhibition, % at 5 µM; hit rate 0.08% among 62,000;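 active means inhibition above 30% in each of the two pooled mixtures holding the compound, so the lower value exceeds 30%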;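 further: 0% = serum in Mg-EGTA without compound and 100% = EDTA serum blank; some compounds past the cut are filed as inactive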
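Test system: human serum complement alternative pathway, C3 deposition onto LPS / Medium: Mg2+-EGTA GVB++ buffer containing human serum at 1:15 dilution / Probe or stimulus: Plate-bound LPS / Times: 1 h at 37 °C / Signal: ELISA with HRP anti-human C3 antibody, TMB substrate, absorbance 450 nm / Measure: percent inhibition / Repeats: two pool placements per compound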
Cdc25B block – human M-phase inducer phosphatase 2 inhibition. P30305. recombinant Cdc25B, OMFP fluorescence Ex485/Em525. inhibition, %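 (compounds tested at 10 µM final in the well)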. hit rate 0.1% among 65,000. AID 368; in the data active means inhibition above about 50%
A340 absorber – compounds absorbing at 340 nm; compound absorbance at 340 nm, fold over control; 65,000 tested, under 10 active; fold change at 10 µM;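 active means at 10 µM dose, initial 340 nm absorbance at least 2 fold that of control wells; inactive means change under 2 fold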;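 further: initial absorbance extrapolated from kinetic A340 decline of NADH oxidation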
FXIa inh mix – inhibitors of human coagulation factor XIa, pooled mixtures. P03951. purified FXIa, fluorogenic substrate. inhibition, % at 5 µM. hit rate 0.19% among 62,000. AID 680;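 further: each value is inhibition by a whole ten-compound pool holding the compound; 0% = enzyme with no mixture and 100% = wells lacking enzyme; strong numbers were not always called active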
Target sequence (P03951 19-387 limits assumed): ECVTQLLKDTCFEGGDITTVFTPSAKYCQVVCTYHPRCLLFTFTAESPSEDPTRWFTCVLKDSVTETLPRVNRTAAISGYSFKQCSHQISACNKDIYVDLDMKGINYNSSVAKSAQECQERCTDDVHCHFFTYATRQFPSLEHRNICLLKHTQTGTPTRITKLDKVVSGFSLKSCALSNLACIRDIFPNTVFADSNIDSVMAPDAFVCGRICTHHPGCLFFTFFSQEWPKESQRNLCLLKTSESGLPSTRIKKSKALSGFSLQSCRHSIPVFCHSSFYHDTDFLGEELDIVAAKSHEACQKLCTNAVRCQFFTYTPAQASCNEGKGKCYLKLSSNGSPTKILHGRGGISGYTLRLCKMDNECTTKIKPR
Target sequence (P03951 388-625 limits assumed): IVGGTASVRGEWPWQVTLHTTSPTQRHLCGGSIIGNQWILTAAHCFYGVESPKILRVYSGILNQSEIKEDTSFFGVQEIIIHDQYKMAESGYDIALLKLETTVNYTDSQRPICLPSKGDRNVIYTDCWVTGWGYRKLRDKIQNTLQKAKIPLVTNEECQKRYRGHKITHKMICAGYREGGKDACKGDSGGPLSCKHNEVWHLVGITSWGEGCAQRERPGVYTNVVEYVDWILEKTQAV
FXIIa inh mix – factor XIIa (human) inhibition, mixture screen. purified FXIIa, fluorogenic substrate, pooled mixtures. P00748. hit rate 0.2% among 62,000. AID 684. inhibition, % at 5 µM;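 further: 0% = enzyme without compound and 100% = no enzyme blank; some results filed as inactive read as strong as hits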
Active calls of the source: *; i = inactive; . = not tested or not shown; & = joins results of further samples; [ ] = another dose, or the depositor's remark. Unless noted, no stated cut-off is given here; in the data, active means inhibition above about 20% (passing the limit was not always enough); inactive means the rest. Rows are unselected, and some 1.5% of all compounds hit somewhere here.

SMILES	MMP-13 inhibitor	JNK3 blocker	DUSP1 inh	Hsp90 block	AP ELISA ortho	Cdc25B block	A340 absorber	FXIa inh mix	FXIIa inh mix
COc1ccc(-c2cc(C(F)F)n3ncc(C(=O)N4CCN(C(=O)c5ccco5)CC4)c3n2)cc1	-37	5	13	0	1	-2	1.1	0	-1
COc1ccccc1NC(=O)CN1CCN(C2c3ccccc3-c3ccccc32)CC1	6	1	1	1	10	-17	1	2	6
COCCn1c(=O)[nH]c2cc(C(=O)NCCN3CCN(c4ccccc4)CC3)ccc2c1=O	1	.	9	.	6	-18	1	7	5
Cc1ccc(S(=O)(=O)N(C)CC(=O)N2CCN(C(=O)c3ccco3)CC2)cc1	-2	-1	5	-4	-6	-1	0.99	3	7
O=S(=O)(c1ccc(F)cc1)c1nc(-c2ccc(F)cc2)oc1NCCN1CCOCC1	3	4	14	1	-2	-18	1.1	3	-6
O=C(c1ccc(=O)oc1)N1CCN(c2ccc(F)cc2)CC1	-15	-5	-15	-1	.	11	1.2	.	.
CCN(CC)c1ccc(-c2nc3cnccc3n2C)cc1	-31[fluorescence artefact?]	-10	18	-3	19	4	1.2	1	-18
c1ccc(-c2csc3nnc(SCc4ccc5c(c4)OCO5)n23)cc1	0	5	7	0	9	-6	1	4	9
CC1CCc2nn(CC(=O)N3CCCCCC3)cc2C1 (stereo not given)	-2	1	3	-2	14	-2	1	9	13
C=CCSc1nnc2n(-c3ccccc3OC)c(=O)c3c4c(sc3n12)CCC4	2	1	-1	-1	8	-16	1	7	-15
Cc1nc(N2CCOCC2)c2cc(-c3ccccc3)sc2n1	-30	-7	37	-1	1	-10	1.1	4	-12
CCc1cc(=O)oc2cc3oc(C)c(C)c3cc12	-2	-4	-3	0	6	-5	0.98	-8	8
O=C(CN1CCN(Cc2ccccc2)CC1)NC(=O)NCc1ccco1	-11	4	0	-3	21	5	0.99	8	2
C=CCc1c(C)nc(SC(C)C)[nH]c1=O	6	-9	5	-3	4	-2	1	4	3
Cc1cc(C)n(Cc2ccc(C(=O)NCc3ccco3)o2)n1	2	.	18	0	9	1	1	-6	3
Cc1cc(C)n(Cc2ccc(C(=O)O)o2)n1	7	4	-12	-2	-21	10	0.99	-3	-2
CC(=O)c1c(C)cc(C)c(CSc2nnc(-c3ccco3)o2)c1C	4	-4	0	-8	17	-12	1	2	1
Cc1ccc2c(c1)N(CCC(=O)NCc1ccco1)C(=O)CO2	-1	3	-2	-6	13	-16	0.99	-2	1
O=C(CCc1nc(-c2ccccc2F)no1)NCCN1CCOCC1	0	2	7	0	1	-9	0.98	2	3
COCCNc1cc(C)nc2c3c(C)cc(C)nc3nn12	i[fluorescence artefact?]	1	8	1	18	-17	1	-16	8
CCOc1ccc(-c2nc(C#N)c(NCC(C)C)o2)cc1	-190[fluorescence artefact?]	-1	-27	0	.	12	1	.	.
O=C(CCn1c(=O)sc2ccccc21)NCCC1=CCCCC1	-1	-2	4	-2	.	-17	1	.	.
Cc1ccc2c(c1)c1c(n2CC(O)Cn2c(C)nc3ccccc32)/C(=N\O)CCC1 (stereo not given)	-11	-1	31	-2	-10	3	0.99	4	9
CCc1c(C)nc2[nH]nc(NC(=O)C(F)(F)F)n2c1=O	4	-4	-13	0	-7	5	0.97	0	7
CNC(=O)c1ccc2snnc2c1	5	-8	12	-3	12	-6	1.1	7	-20

Later entries:
SMILES	MMP-13 inhibitor	JNK3 blocker	DUSP1 inh	Hsp90 block	AP ELISA ortho	Cdc25B block	A340 absorber	FXIa inh mix	FXIIa inh mix
CNc1nc(NC)nc(-n2c(C(F)(F)F)nc3ccccc32)n1	3	7	-6	-3	-7	-12	1.1	4	-18
Cc1ccc(CCNC(=O)C2CCN(c3nn4c(=O)cc(C)nc4s3)CC2)cc1	0	-2	1	-8	2	-6	1.1	-8	2
COC(=O)c1nnn(-c2nonc2N)c1-c1cccs1	2	5	-11	2	12	-17	1	-1	4
CCn1c(=S)sc2nc(C)sc21	0	4	4	-5	12	-11	1.1	6	12
COC(=O)c1ccccc1NC(=O)Nc1cccnc1	-5	.	2	-1	20	-12	1	9	-19
COc1ccc(C)cc1NC(=O)c1cnc2n(c1=O)CCS2	2	2	7	-2	.	-12	1.1	.	.
COc1ccc(C2c3c(oc4c(C)cc(C)cc4c3=O)C(=O)N2Cc2cccnc2)cc1OC (stereo not given)	-8	2	-11	3	7	0	1	3	4
CC1CC(C)CN(CC(=O)N2CCc3[nH]c4ccccc4c3C2)C1 (stereo not given)	-3	-1	-10	-5	8	-4	1	6	11
CC(=O)Oc1cc(C(C)C)c(OCCN(C)C)cc1C	-4	4	-14	1&-6	17	-4	0.96	10	13
COCCOC(=O)C1=C(C)NC2=C(C(=O)CC(c3cccs3)C2)C1c1ccsc1 (stereo not given)	-18	1	31	-1	20	-6	1.1	12	-1
C=CCSc1nc2ccccc2[nH]1	6	0	3	4	9	-7	0.99	1	2
CCn1c(=O)c2cc(S(=O)(=O)NCCOc3ccccc3)ccc2n(CC)c1=O	2	3	-17	-1	13	-10	1	6	4
Cc1cc(NC(=O)c2sc(Nc3cccc(C(F)(F)F)c3)nc2N)no1	-2	2	16	-1	16	-8	1.1	-4	0
CCOC(=O)c1ccc(NC(=O)CNC(=O)C2CCCCC2)cc1	-6	-2	-4	-4	-9	-1	1	7	7
COc1ccccc1NC(=O)CCC(=O)Nc1nnc(C(F)(F)F)s1	5	0	-26	-2	24	6	0.98	2	4
Cc1cc(N2CCN(c3ccccn3)CC2)n2nc(C)nc2n1	7	0	-3	-1	-9	-20	1.1	-2	7
O=C(Nc1nc2ccccc2s1)C1CCCN1S(=O)(=O)c1ccc(Cl)cc1 (stereo not given)	1	-1	13	-4	12	4	1.1	6	24
CC(C)Nc1nc(NC(C)C)nc(C(N)=O)n1	2	-1	-1	-1	9	-5	1	1	5
Cn1nc(C(=O)NCCN2CCOCC2)c2ccccc2c1=O	-2	-7	2	-2	-1	2	1.1	-2	-26
Cc1cc(NC(=O)c2noc3c2CCCC3)n(-c2ccccc2)n1	7	-3	-1	-3	5	1	1	6	15
COc1cc2c(cc1OC)CN(C(=O)CSc1n[nH]c(N)n1)CC2	5	-2	9	-6	9	-4	1	7	12
CCOC(=O)Cn1ncc(-c2ccccc2)c1N	1	.	5	-2	10	-2	1	-7	3
C[C@]12CC[C@@H]3c4ccc(O)cc4CC[C@H]3[C@@H]1CCC2=O	0	3	-17	0&-2	5	19	0.98	6	3
COc1ccc(NC(=O)CSc2nnc(Cc3cccn3C)n2-c2ccc(F)cc2)cc1	5	-4	8	2	15	-2	1	4	1
c1nc2nc3c(c(N4CCOCC4)n2n1)CCCC3	1	.	0	.	19	-13	1	8	2

Continued.
SMILES	MMP-13 inhibitor	JNK3 blocker	DUSP1 inh	Hsp90 block	AP ELISA ortho	Cdc25B block	A340 absorber	FXIa inh mix	FXIIa inh mix
COc1ccc(NC(=O)CN(c2cc(C)cc(C)c2)S(=O)(=O)c2c(C)noc2C)cc1OC	4	-3	12	3	8	-5	0.97	7	11
CCOC(=O)c1ccc(NC(=O)NC2CC3CCC(C2)N3Cc2nnnn2C(C)(C)C)cc1 (stereo not given)	2	-1	6	2	-25	-8	0.97	0	7
O=C(Nc1ccccc1Cl)N1CCN(c2ncccn2)CC1	3	-4	0	-3	3	-5	1.1	-3	-12
COc1ccc(C(=O)N2CCN(C(=O)Cc3ccccc3)CC2)cc1OC	-2	8	15	0	0	-6	1	-1	4
CCN(CC)CCCCOc1ccccc1OC	0	-1	7	1	7	-8	1	4	2
CCCCOc1ccc(C(=O)Nc2ccc(S(=O)(=O)Nc3cc(C)on3)cc2)cc1OC	1	-3	19	1	5	-27	1	1	4
COCC(=O)Nc1nc2ccc(C)cc2s1	0	-1	2	-2	5	-9	1	11	-20
CCOC(=O)N1CCN(C(=O)c2ccccc2Oc2ccccc2)CC1	-3	3	-5	-1	-22	2	1	-5	3
Nc1cc(Cl)c(N)cc1Cl	0	-2	-1	3	8	-10	1.1	-2	5
COc1cc(N)ccc1NC(=O)c1cccs1	2	-1	5	3	-8	-8	1.1	14	1
O=C(Cn1cnc2c(nnn2Cc2ccc(F)cc2)c1=O)NCC1CCCO1 (stereo not given)	10	2	13	0	.	-13	0.98	.	.
CCC(=O)Nc1cc(Cl)ccc1N1CCN(C(=O)CC)CC1	2	3	3	3	6	1	1	7	3
CC1Cn2c(nnc2-c2cccs2)S1 (stereo not given)	-5	-1	-7	-1	.	-2	1.1	.	.
Cc1ccc2c(c1)N(CCCC(=O)NCc1ccc3c(c1)OCO3)C(=O)CO2	7	-3	-5	-1	6	-31	1.1	2	8
Cc1ccnc(N2C(=O)c3ccccc3C2Nc2ccccc2Cl)c1 (stereo not given)	-3	-3	-13	-2	13	-19	1	12	10
NC(=O)OCC(COC(N)=O)c1ccccc1	7	0	-25	-5&-1	9	0	0.99	0	4
CC(C)c1nnc(SCc2ccc(CSc3nnc(C(C)C)n3N)cc2)n1N	-2	-5	-3	-7	10	5	1	5	1
CC1CCCCC1NC(=O)C1Cc2ccccc2CN1S(C)(=O)=O (stereo not given)	-3	5	0	-3	17	-2	1	11	4
N#CC1=C2SCN(c3ccccc3)CN2C(=O)CC1c1c(Cl)cccc1Cl (stereo not given)	6	-6	14	-3	21	5	1.1	2	8
O=C(c1ccncc1)N(Cc1cc2ccccc2[nH]c1=O)C1CCCCC1	-7	0	-6	-4	16	2	1.1	8	13
CC(C)Nc1nnc(SCC(=O)Nc2ccc(F)cc2)s1	2	-3	0	-1	13	-9	0.98	1	5
C=CCn1c(=N)c(C(=O)OC)cc2c(=O)n3cccc(C)c3nc21	-282[fluorescence artefact?]	-9	-1	-4	11	-6	1	1	-4
CCCC(c1nnnn1CCOC)N1CCN(c2cccc(OC)c2)CC1 (stereo not given)	3	-8	-10	1	6	-14	0.98	5	2
CCOc1ccc(C(=O)C2CCN(CC(=O)Nc3ccccc3N3CCOCC3)CC2)cc1	3	.	10	-1	8	-27	1	-15	2
Cn1c(=O)c2ncn(CC(=O)NCCC3=CCCCC3)c2n(C)c1=O	-3	-1	15	1	13	-1	1.1	7	-3

Among those listed so far, two contain a cyano group.
SMILES	MMP-13 inhibitor	JNK3 blocker	DUSP1 inh	Hsp90 block	AP ELISA ortho	Cdc25B block	A340 absorber	FXIa inh mix	FXIIa inh mix
CCOc1ccc(-c2nc(C#N)c(NCC(C)C)o2)cc1	-190[fluorescence artefact?]	-1	-27	0	.	12	1	.	.
N#CC1=C2SCN(c3ccccc3)CN2C(=O)CC1c1c(Cl)cccc1Cl (stereo not given)	6	-6	14	-3	21	5	1.1	2	8

(next part)
SMILES	MMP-13 inhibitor	JNK3 blocker	DUSP1 inh	Hsp90 block	AP ELISA ortho	Cdc25B block	A340 absorber	FXIa inh mix	FXIIa inh mix
O=C(Nc1cccc(-c2nnc(-c3ccccc3)o2)c1)c1ccc(Br)o1	-2	8	33	-4	14	-7	1	4	-2
COc1cc(NC(=O)c2ccc(-c3ccc(Br)cc3)o2)ccc1NC(=O)C(C)C	4	-4	-2	4	.	-12	1.1	.	.
CCC1SC2=NCN(c3ccccc3)CN2C1=O (stereo not given)	0	-7	-23	-1	9	-3	0.96	-3	11
CSCC[C@H](NC(=O)Nc1ccc(C)cc1)C(=O)O	-8	-1	-17	-2	-6	1	1	5	4
CSC1=NCCN1C(=O)COc1ccccc1	1	-4	2	0	12	-10	0.98	29	1
CCC(=O)c1ccc(OCCSc2ncccn2)cc1	3	-9	8	-3	15	-9	1	10	-14
COc1ccc(NC(=O)CNS(=O)(=O)c2ccccc2)cc1Cl	-4	2	-11	-1	21	-2	1	-2	3
CCCC(=O)N1CCN(c2ccc(NC(=O)c3ccco3)cc2)CC1	-2	-6	-2	5	-8	-10	1	3	5

Screening data: PubChem, several laboratories
